Gli-Sufu antag – antagonists of Gli-Sufu signaling; inhibition, % at 5 µM; AID 588413; actives 0.74% (n = 340,000); Sufu-KO-LIGHT fibroblasts, Gli luciferase reporter luminescence;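 active = inhibition above about 55%, limit read from the data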;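 also: 0% = DMSO-treated cells and 100% = wells with medium but no cells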
NR3A LBD binder – modulates the human NR3A ligand-binding domain. NR3A LBD differential scanning fluorimetry, Tm shift; 0% = protein alone, 100% = glycine-bound protein. Tm shift relative to glycine control, % at 25 µM. actives 2.5% (n = 340,000);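 active = melting temperature shift of at least 10% of the positive control shift, at one fixed dose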
EBI2 antag – EBI2 (human) antagonism. P32249. EBI2 beta-arrestin recruitment, luminescence, 7a,25-OHC stimulated. inhibition, % at 5 µM. actives 0.81% (n = 360,000). AID 651636; in the data active = inhibition above about 38%;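 also: enzyme fragment complementation signal reports receptor beta-arrestin coupling in cells; 0% = agonist plus DMSO wells and 100% = wells without agonist; some results beyond the cut were filed as inactive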
Target sequence (P32249 whole entry, looked up, the tested form may be a part): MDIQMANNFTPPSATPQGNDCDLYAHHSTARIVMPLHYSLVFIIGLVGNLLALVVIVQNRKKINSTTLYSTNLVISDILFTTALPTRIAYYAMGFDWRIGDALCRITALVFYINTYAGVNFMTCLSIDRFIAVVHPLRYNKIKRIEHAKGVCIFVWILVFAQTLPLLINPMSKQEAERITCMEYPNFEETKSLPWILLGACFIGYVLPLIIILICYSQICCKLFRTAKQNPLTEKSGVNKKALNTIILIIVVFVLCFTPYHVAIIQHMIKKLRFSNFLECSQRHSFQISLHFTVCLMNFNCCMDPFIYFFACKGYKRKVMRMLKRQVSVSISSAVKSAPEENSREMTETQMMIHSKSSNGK
MPTP block – blocks calcium-induced mitochondrial swelling; isolated mouse mitochondria, Ca2+ swelling absorbance, 30 min; inhibition, % at 10 µM; actives 1.4% (n = 360,000);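 active = inhibition of 50% or more, scaled per plate between neutral and stimulator controls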;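 also: 0% = DMSO wells given calcium and 100% = 1 mM EGTA wells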
CCR6 antag – antagonists of human CCR6 receptor; CHO-K1 CCR6 PathHunter beta-arrestin, luminescence, CCL20-stimulated; inhibition, % at 20 µM; actives 0.49% (n = 340,000); AID 493098;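 active = compounds whose inhibition of the agonist-driven luminescence signal at 20 µM reaches about 50%, limit read from the data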;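 also: cells stimulated with CCL20 at 14 nM final; plate controls were DMSO with CCL20 for no effect and DMSO without agonist for full effect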
APOBEC3A inh – blocks human APOBEC3A ssDNA deamination | inhibition, % at 20 µM | AID 493011 | P31941 | recombinant A3A, FAM/TAMRA ssDNA deamination fluorescence | actives 0.41% (n = 330,000);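 active = at least 40% inhibition at 20 µM here, with at most 30% in a related deaminase screen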;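 also: plate controls were A3A with DMSO for no effect and wells lacking A3A enzyme for full effect; some results filed as inactive read as strong as hits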
Target sequence (P31941 whole entry, looked up): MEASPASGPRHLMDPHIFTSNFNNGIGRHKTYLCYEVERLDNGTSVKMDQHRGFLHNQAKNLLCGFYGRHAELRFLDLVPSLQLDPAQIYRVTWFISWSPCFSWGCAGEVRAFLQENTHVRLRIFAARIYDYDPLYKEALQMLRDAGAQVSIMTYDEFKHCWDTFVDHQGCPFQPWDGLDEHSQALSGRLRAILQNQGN
APOBEC3G inh – blocks human APOBEC3G single-stranded DNA deamination; actives 0.28% (n = 330,000); recombinant A3G, ssDNA deamination FAM/TAMRA fluorescence; inhibition, % at 20 µM; Q9HC16;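 active = inhibition of at least 40% at 20 µM, with no more than 30% in the related APOBEC3A deaminase screen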;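 also: plate controls were DMSO wells with A3G for no effect and wells lacking A3G enzyme for full effect; some compounds called inactive have numbers as strong as hits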
CXCR6 inh – inhibitors of human CXCR6 receptor | O00574 | CHO-K1 PathHunter CXCR6 beta-arrestin, luminescence | inhibition, % at 20 µM | actives 0.36% (n = 360,000) | AID 602244; in the data active = inhibition above about 34%, passing the limit was not always enough;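 also: antagonist mode with CXCL16 agonist at 10 nM final; 0% = 10 nM CXCL16 with DMSO and 100% = unstimulated wells without agonist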
Target sequence (O00574 whole entry, looked up): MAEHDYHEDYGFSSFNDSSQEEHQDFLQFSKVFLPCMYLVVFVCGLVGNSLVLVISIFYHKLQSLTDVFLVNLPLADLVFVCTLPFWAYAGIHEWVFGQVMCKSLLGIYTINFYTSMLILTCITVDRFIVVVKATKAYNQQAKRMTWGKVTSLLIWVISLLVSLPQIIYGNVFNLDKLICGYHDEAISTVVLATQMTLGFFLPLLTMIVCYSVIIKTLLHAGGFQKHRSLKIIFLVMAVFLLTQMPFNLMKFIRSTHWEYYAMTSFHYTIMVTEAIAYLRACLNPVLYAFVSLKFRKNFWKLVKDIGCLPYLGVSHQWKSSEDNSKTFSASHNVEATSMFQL
Numbers without * were called inactive; nt = not tested or not shown.

SMILES	Gli-Sufu antag	NR3A LBD binder	EBI2 antag	MPTP block	CCR6 antag	APOBEC3A inh	APOBEC3G inh	CXCR6 inh
NC(=O)[C@@H]1CCOc2c(I)cc([N+](=O)[O-])cc2C(=O)N[C@@H](CO)C(=O)NCC(=O)N1	1	1	-1	-1.2	7	1	1	1
O=C(COC(=O)Cc1cccc(C(F)(F)F)c1)Nc1cccc2ccccc12	-6	-5	-6	1.1	2	41*	-6	-13
COc1ccc(CCc2nnc(CCC(=O)NCCc3ncccc3C)o2)cc1	-19	1	14	0.8	1	0	-9	4
Cc1ccc(C(=O)NC(C)c2ccccc2)o1 (centres undefined)	-2	1	-10	2.7	9	-3	-3	-5
Cc1ccc(CCNC(=O)C2CCN(S(=O)(=O)N3CCC4(CC3)OCCO4)CC2)cc1	8	2	12	0.2	-7	-1	10	4
CCc1ccc(C(C(=O)NCc2ccc(F)cc2)N(C(=O)c2csnn2)C2CC2)cc1 (centres undefined)	-23	-2	6	1.1	5	2	-3	2
COc1ccc(NC(=O)CC2Nc3cc(C)c(C)cc3NC2=O)c([N+](=O)[O-])c1 (centres undefined)	-12	1	-11	10	-1	3	-7	-2
O=C(NC(=S)Nc1ncccn1)c1ccccc1Cl	-11	-1	-2	-11	16	-6	-5	4
O=C(CCCOc1ccccc1)Nc1ccc2c(c1)OCCO2	-4	0	-4	-0.8	1	-4	-5	0
O=C1CCCN2N=C(SCC(=O)N3CCCCC3)SC2=N1	-5	-1	4	-0.6	-4	0	-6	5
CCn1c(SCC(=O)Nc2cccc(C)c2)nc2c(c1=O)SC(C)C2 (centres undefined)	6	1	5	-3.7	11	-2	-1	2
Cc1ccc(SCC(=O)N2c3ccccc3Sc3ccccc32)cc1	5	2	25	-2.6	18	-3	-7	4
C/C(=N\Nc1ncc(Cl)cc1Cl)c1ccc(N2CCOCC2)cc1	31	-1	-9	0.2	6	-8	-3	-8
COc1ccc(CNS(=O)(=O)c2cc(Br)cc3c2N(C(C)=O)C(C)C3)cc1 (centres undefined)	4	3	7	1.1	2	3	-11	-1
Cc1ccccc1C(=O)NNC(=O)C1CC(=O)N(Cc2ccccc2)C1 (centres undefined)	-8	-1	-5	-0.3	13	0	-4	1
COC(=O)c1oc(-c2ccccc2)nc1C	-8	-1	-1	0.1	5	4	3	1
O=C(COC(=O)CCC(=O)c1cccs1)Nc1cccc(S(=O)(=O)N2CCOCC2)c1	-30	0	4	-1.0	-17	-2	-5	1
Nc1c(C(=O)CSc2nnc(Cc3ccccc3)o2)c(=O)[nH]c(=O)n1C1CC1	-3	-2	2	-0.6	-6	-1	-6	-2
Cc1ccc(C(C)C)cc1OCC(=O)Nc1ccc(N2CCCCC2)cc1	-7	2	0	1.7	28	-4	-14	2
O=[N+]([O-])c1ccc(Nc2nc(N/N=C/c3cccc(F)c3)nc(N3CCCC3)n2)cc1	7	25*	16	4.7	9	-3	-6	8
COc1cc(NC(=O)c2ccccc2-c2ccccc2)cc(OC)c1	4	2	1	0.6	14	-1	-4	-3
CN1C(=O)CC(C(=O)O)SC1=Nc1ccc(F)cc1 (centres undefined)	-1	-1	8	-0.1	-9	-8	-7	1
CCOc1ccc(S(=O)(=O)N2CCC(C(=O)NCCc3ccc(S(N)(=O)=O)cc3)CC2)cc1	0	1	1	0.0	2	-4	-5	-2
Cc1cnc(NC(=O)c2cccc(S(=O)(=O)N3CCOCC3)c2)s1	-7	3	-2	-0.5	13	1	-1	6
CCOC(=O)Cc1csc(NC(=O)CSc2nc(-c3ccccc3)c(C#N)c(=O)[nH]2)n1	-1	-13	3	-1.8	2	1	-1	-3

The final 2 records of the section before open the next one:
SMILES	Gli-Sufu antag	NR3A LBD binder	EBI2 antag	MPTP block	CCR6 antag	APOBEC3A inh	APOBEC3G inh	CXCR6 inh
Cc1cnc(NC(=O)c2cccc(S(=O)(=O)N3CCOCC3)c2)s1	-7	3	-2	-0.5	13	1	-1	6
CCOC(=O)Cc1csc(NC(=O)CSc2nc(-c3ccccc3)c(C#N)c(=O)[nH]2)n1	-1	-13	3	-1.8	2	1	-1	-3
C/C(=N\NC(=O)C1(C)CC1(Br)Br)c1ccc([N+](=O)[O-])cc1 (centres undefined)	-12	0	8	-0.6	9	-2	-5	-2
C/C(=C\c1ccco1)C1C(C#N)=C(N)OC2=C1C(=O)CC(C)(C)C2 (centres undefined)	8	-3	-6	-0.3	8	12	5	0
Cc1ccnc(NS(=O)(=O)c2ccc(NC(=O)C3C4C=CC(C4)C3C(=O)O)cc2)n1 (centres undefined)	1	-2	-4	0.5	5	1	-6	1
Cc1ccc(CC2CC(=O)N(CCc3ccccc3)C2=O)cc1 (centres undefined)	-18	0	3	-1.2	15	1	-6	4
NC(=O)CN1C(=O)NC(c2ccccc2)(c2ccccc2)C1=O	-11	0	-4	-0.4	0	4	-4	-5
CCN(c1ccccc1)S(=O)(=O)c1ccc(Cl)c(C(=O)NCCc2ccc(OC)cc2)c1	2	-3	-9	-0.3	-2	2	-1	-4
CCc1cccc(NC(=O)C(NC(=O)C2CCCCC2)C(C)C)c1 (centres undefined)	6	-3	-10	-0.8	10	3	0	5
CCCCN(C(=O)c1ccncc1)c1c(N)n(CCC)c(=O)[nH]c1=O	5	1	-6	0.7	1	-2	-8	-3
O=C(CN1C(=O)C2CCCN2c2ncc(Cl)cc21)NCc1ccc2c(c1)OCO2 (centres undefined)	6	2	8	-0.5	10	nt	nt	3
CCOC(=O)c1[nH]c(C)c(C(=O)OCC(=O)NC(C)c2ccc(F)cc2)c1C (centres undefined)	-7	0	6	0.4	9	-1	-8	5
COc1ccc(NC(=O)C2CCCN(S(=O)(=O)c3c(C)n[nH]c3C)C2)cc1 (centres undefined)	-4	1	-6	-2.6	5	0	-1	-5
CCOC(=O)c1c(-c2ccccc2)oc2ccc(OC(C)C(=O)O)cc12 (centres undefined)	34	0	-5	1.3	-2	2	-1	2
COc1ccc(C(=O)O/N=C(\C)c2nccs2)cc1	22	-1	1	-0.1	14	-6	-10	5
Cc1ccc(C(=O)NCC(=O)N2CCc3ccccc3C2)cc1C	24	2	9	0.3	3	-2	-7	5
C=CCn1c(C)csc1=Nc1ccc(C(=O)O)cc1	9	0	-8	-0.9	-5	4	-11	8
CC(C)(C)OC(=O)NCCc1nnc(SCc2ccc(Cl)cc2)o1	0	-1	-8	3.7	13	-4	-8	-11
O=C(NCCCN1CCOCC1)c1cc2ccccc2oc1=O	-3	1	-10	0.5	9	-2	-10	4
CC1CC(C)CN(CCCNC(=O)COc2cc(=O)n(C)c3ccccc23)C1 (centres undefined)	13	-2	-1	-1.9	2	5	-5	8
O=C1c2cccc3cccc(c23)C(=O)N1CCN1CCN(CC(O)COc2ccccc2)CC1 (centres undefined)	nt	-3	-4	-0.1	-2	6	-7	-3
COC(=O)C1CCN(C(=O)c2ccc(OC)c(S(=O)(=O)N3CCCc4ccccc43)c2)CC1	1	7	4	-2.4	6	-4	-3	1
CCS(=O)(=O)N1Cc2ccccc2CC1C(=O)Nc1ccc(F)c(F)c1 (centres undefined)	-3	-2	5	-2.3	-1	10	-2	2
COc1ccc(-n2ncc3c(=O)n(CC(=O)OCc4ccccc4)cnc32)cc1	-1	-3	0	-0.7	-7	-1	-4	4
Cc1nn(-c2ccc([N+](=O)[O-])cc2)c(N)c1-c1ccccc1	-138	0	7	-0.6	2	7	4	-4
Cc1cc(-c2ccccc2)n(-c2cc(N/N=C/c3ccccc3O)ncn2)n1	13	4	-13	3.5	-19	nt	nt	3
Cc1ccc(C)c(-c2nnc(NC(=O)COc3ccccc3)o2)c1	-6	-1	-5	-0.2	8	-5	-13	4
More entries
SMILES	Gli-Sufu antag	NR3A LBD binder	EBI2 antag	MPTP block	CCR6 antag	APOBEC3A inh	APOBEC3G inh	CXCR6 inh
CCC(Cc1ccccc1)NC(=O)c1ccc2nc(N3CCOCC3)sc2c1 (centres undefined)	1	-1	1	-0.6	-2	1	-6	5
Cc1ccc2nc(N/C(=N/S(=O)(=O)c3ccc(F)cc3)c3ccccc3)sc2c1	-17	-8	-9	28	-8	1	8	-1
O=C(Nc1cccc(Cl)c1N1CCCCC1)c1ccc(N2CCOCC2)c([N+](=O)[O-])c1	0	2	28	4.0	19	-4	0	-7
CCNC(=O)CSc1nnc(-c2ccccc2Br)n1-c1cccc(C(F)(F)F)c1	13	-1	8	2.9	5	-3	-9	4
COc1cccc(-c2c[nH]c(=O)[nH]c2=O)c1	-2	-2	-7	-0.8	3	-6	-9	-3
CCSCCOC(=O)C1=C(C)NC(=O)NC1c1ccccc1 (centres undefined)	2	-1	-10	-0.5	-10	1	-2	0
Cc1ccc(S(=O)(=O)Nc2cccc(-c3ccc4nncn4n3)c2)cc1	8	-4	-6	-1.5	-3	0	-8	2
CS(=O)(=O)N(CC(=O)N1CCOCC1)c1cccc(Cl)c1Cl	nt	2	-15	-0.3	-9	-3	3	5
COc1ccc(NS(=O)(=O)c2ccc3c(c2)N(C(C)=O)CCS3)cc1	17	2	0	-1.7	6	1	4	-3
Cc1nc2ccc(NC(=O)c3cnc(Cl)c(Cl)c3)cc2s1	-8	-3	-2	1.6	2	-1	0	1
Cc1ccccc1CC1SC(N)=NC1=O (centres undefined)	24	0	0	-0.5	7	1	10	9
COc1cccc2cc(-c3nc4ccccc4o3)c(=O)oc12	-11	-2	6	-0.4	9	2	-1	1
CC1CCCC(C)N1C(=O)COC(=O)CNC(=O)c1sc2ccccc2c1Cl (centres undefined)	-8	-2	5	-2.1	12	-3	-1	-5
CCOc1ccc(NC(=O)Nc2nnc(CC)s2)cc1	-13	-11	3	0.3	17	-5	-6	-6
Cc1cccc(NC(=O)Cn2c(O)c(N=NC(N)=S)c3ccccc32)c1	1	-3	17	2.0	27	1	-4	12
NC1(N)OC(CN2C(=O)c3ccccc3C2=O)CS1 (centres undefined)	-11	-1	1	0.1	5	4	-1	-7
COc1ccc(C(NC(C)=O)c2c(O)ccc3ccccc23)cc1OC (centres undefined)	4	0	-1	1.2	0	-2	-5	4
Cc1ccccc1C(=O)Nc1cccc(NC(=O)c2cccnc2)c1	16	-1	-1	-1.0	0	-1	-4	4
Cc1ccc(C(=O)N2CCN(c3ccc([N+](=O)[O-])cc3)CC2)o1	1	1	4	-1.3	-3	-2	-8	26
C=CCN1C(=O)CSc2ccc(C(=O)NC3CCCCC3)cc21	-11	-2	6	0.5	12	-4	-1	-4
CCOc1ccc(C(=O)Nc2ccc(C(=O)N3CCOCC3)cc2)c(OCC)c1	14	2	-9	0.1	6	3	-1	5
CCOC(=O)CC1=C(C(=O)OCC)C(c2cc(OC)c(OC)cc2OC)C(C#N)=C(N)O1 (centres undefined)	6	-2	-23	1.2	7	3	-4	-2
Cc1ccc(Cl)cc1N1CCN(C(=O)c2cc3c(=O)n(C)c4ccccc4c3n2C)CC1	7	2	33	-1.1	2	-3	-7	6
CNS(=O)(=O)c1ccc(OC)c(-c2nnc3c4ccccc4c(C)nn23)c1	-27	1	5	-3.0	-16	-2	-1	0
CCc1cc(=O)oc2c(CN3CCCC3)c(O)c(Cl)cc12	2	2	1	-1.2	1	-2	-9	-5
CCOC(=O)c1cc2cc(OCc3ccccc3)ccc2nc1C	-4	1	23	1.4	11	-3	-4	-2
O=S(=O)(c1cc(Cl)ccc1Br)N1CCOCC1	4	3	-4	-1.8	-2	-5	-6	6
Cc1ccc(N2C(=O)C3CCCN3C2=S)cc1Cl (centres undefined)	2	2	4	-0.7	-18	3	-2	-12
COCCn1c(COc2ccc(Cl)cc2)nnc1SCC(N)=O	4	1	-9	-0.8	-16	-4	-5	-7

In the list so far, four contain a furan ring, fused or not.
SMILES	Gli-Sufu antag	NR3A LBD binder	EBI2 antag	MPTP block	CCR6 antag	APOBEC3A inh	APOBEC3G inh	CXCR6 inh
Cc1ccc(C(=O)NC(C)c2ccccc2)o1 (centres undefined)	-2	1	-10	2.7	9	-3	-3	-5
C/C(=C\c1ccco1)C1C(C#N)=C(N)OC2=C1C(=O)CC(C)(C)C2 (centres undefined)	8	-3	-6	-0.3	8	12	5	0
CCOC(=O)c1c(-c2ccccc2)oc2ccc(OC(C)C(=O)O)cc12 (centres undefined)	34	0	-5	1.3	-2	2	-1	2
Cc1ccc(C(=O)N2CCN(c3ccc([N+](=O)[O-])cc3)CC2)o1	1	1	4	-1.3	-3	-2	-8	26

Compound activity from PubChem BioAssay.

Rows are unselected; any-hit rate near 5.8%.
